From PubChem
PostGolgi yeast: growth inhibition of a yeast mutant, post-Golgi transport screen | post-Golgi transport phenotypic cell assay | inhibition, % at 10 µM | 0.9% of 98,000 active;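 note: yeast cells grown in 1536-well plates; yeast grown about 18 h at 30C before absorbance read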
FAK inh: FAK (human) kinase inhibition; Q05397; biochemical FAK kinase activity assay; inhibition, %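 (tested at 7 µM)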; 0.84% of 97,000 active; AID 727; in the data active = inhibition above about 19%;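 note: 0% = DMSO and 100% = reference compound high control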
Rev-RRE block: HIV Rev-RRE protein-RNA interaction inhibition. P05866. Rev peptide-RRE RNA binding, FRET. inhibition, % at 8 µM. 0.79% of 97,000 active. AID 704;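 active = inhibition above the screen-wide mean plus 3 SD, cut at about 35% in these data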;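 note: 0% = median DMSO wells and 100% = median Neomycin B control wells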
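Test system – labelled RRE RNA duplex and labelled Rev peptide · Signal – fluorescein-to-Cy5 FRET, 480 nm excitation · Evaluation – % inhibition of FRET ratio versus controls · Benchmarks – DMSO low control, neomycin B high control · Incubation – 5 min RNA-compound premix plus 15 min binding step, 25 °C · Medium – HEPES pH 7.5 salt buffer with EDTA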
PostGolgi ctrl: yeast control strain growth, post-Golgi counter-screen; inhibition, % at 10 µM; 5% of 98,000 active; efflux-deficient yeast background strain, growth absorbance A615, 16 h; AID 738
S1P2 antag: blocks the human S1P2 receptor; O95136; cell-based S1P2 antagonist assay, inhibition at 5 uM; inhibition, % at 5 µM; 0.21% of 97,000 active; AID 736; in the data active = inhibition above about 45%;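 note: CRE beta-lactamase reporter cells expressing human S1P2 stimulated with S1P; 0% = agonist at EC80 alone and 100% = agonist plus reference antagonist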
PTPN22 inh 2: LYP (human) phosphatase inhibition | recombinant LYP catalytic domain, DiFMUP fluorescence | inhibition, % at 2 µM | 0.21% of 96,000 active | AID 640;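 active = inhibition at 2 µM at or above a set limit, the screen mean plus 3 SD, cut at about 24% in these data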;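 note: 0% = DMSO with enzyme and 100% = enzyme fully blocked by orthovanadate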
S1P2 agonist: activates the human S1P2 receptor | O95136 | S1P2-expressing cell line, agonist reporter read-out | activation, % at 4.5 µM | 0.46% of 97,000 active | AID 729; in the data active = activation above about 16%;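 note: 0% = vehicle low control and 100% = maximal reference agonist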
EphB4 ephrin blk: antagonists of human EphB4-ephrin-B2 interaction; P54760; EphB4 LBD / TNYL-RAW-Alexa532 peptide, fluorescence polarization; inhibition, % at 7 µM; 0.15% of 97,000 active;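 active = inhibition above the screen-wide mean inhibition plus 3 SD, cut at about 15% in these data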;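 note: 0% = DMSO wells and 100% = excess unlabeled TNYL-RAW peptide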
Target sequence (P54760 whole entry, looked up, the tested form may be a part): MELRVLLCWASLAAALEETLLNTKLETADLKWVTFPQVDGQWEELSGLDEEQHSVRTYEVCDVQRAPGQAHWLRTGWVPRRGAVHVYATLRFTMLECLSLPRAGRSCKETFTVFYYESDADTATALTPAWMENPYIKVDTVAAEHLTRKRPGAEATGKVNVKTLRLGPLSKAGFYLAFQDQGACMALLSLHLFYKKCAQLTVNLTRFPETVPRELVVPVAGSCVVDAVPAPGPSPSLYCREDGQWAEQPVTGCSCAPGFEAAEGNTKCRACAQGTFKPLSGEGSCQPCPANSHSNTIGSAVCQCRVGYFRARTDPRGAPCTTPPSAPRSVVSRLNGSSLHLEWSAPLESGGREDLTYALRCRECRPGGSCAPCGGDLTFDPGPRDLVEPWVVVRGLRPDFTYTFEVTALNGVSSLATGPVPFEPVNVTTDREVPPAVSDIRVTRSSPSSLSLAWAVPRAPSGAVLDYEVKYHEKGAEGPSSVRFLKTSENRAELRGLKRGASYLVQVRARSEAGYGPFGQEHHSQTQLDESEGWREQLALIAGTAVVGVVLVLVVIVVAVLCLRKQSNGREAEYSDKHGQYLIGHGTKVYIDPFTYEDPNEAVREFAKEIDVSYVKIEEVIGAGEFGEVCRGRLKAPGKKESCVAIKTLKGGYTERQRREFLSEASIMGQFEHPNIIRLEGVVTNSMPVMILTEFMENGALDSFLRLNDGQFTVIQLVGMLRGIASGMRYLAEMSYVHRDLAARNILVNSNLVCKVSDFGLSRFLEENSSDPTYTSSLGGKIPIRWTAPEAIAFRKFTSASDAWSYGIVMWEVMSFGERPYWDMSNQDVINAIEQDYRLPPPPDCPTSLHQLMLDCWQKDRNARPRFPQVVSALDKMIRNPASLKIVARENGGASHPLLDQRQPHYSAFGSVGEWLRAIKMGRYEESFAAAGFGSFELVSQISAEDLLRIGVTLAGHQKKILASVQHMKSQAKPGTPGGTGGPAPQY
LYP act: increases human PTPN22 phosphatase activity; 0.11% of 96,000 active; recombinant LYP, DiFMUP fluorescence; 0 = plate median, 100 = signal doubled; activation, % at 2 µM; AID 697; Q9Y2R2;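 active = activation at 2 µM above a set limit, the mean plus 5 SD, cut at about 37% in these data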
Active calls of the source: *; . = no result given. Cut-off read from the data, not from the text of the source, unless noted: active = inhibition above about 30%; inactive = the rest. Hits appear at their usual frequency. About 7% of those tested had a hit in this group.

SMILES	PostGolgi yeast	FAK inh	Rev-RRE block	PostGolgi ctrl	S1P2 antag	PTPN22 inh 2	S1P2 agonist	EphB4 ephrin blk	LYP act
CCn1cc(C(=O)NC2CCCCC2C)c(=O)c2ccc(C)nc21 (stereo not drawn)	19	-4	4	15	-12	-28	0	-3	27
CC(C)c1ccc(C(=O)N2CCN(CCO)CC2)cc1	-7	3	0	30	12	-2	-5	-9	2
CC(C)CCSc1nc2c(c(=O)[nH]c(=O)n2C)n1CCc1ccccc1	-5	-1	21	13	0	0	0	4	-1
Cc1cc(NC(=O)CCC(=O)N(CC2CCCO2)C(C(=O)NC2CCCC2)c2cccnc2)no1 (stereo not drawn)	1	7	3	12	25	4	-5	5	-2
Cc1cc(NC(=O)CSc2ccc3nnc(-c4cccnc4)n3n2)no1	2	-1	4	1	-8	-9	-7	-1	8
CCC(CC)C(=O)Nc1cccc(/C(C)=N/NC(=O)c2c(Br)cnn2C)c1	-4	8	8	-8	19	8	-7	3	-4
COCCN1C(=O)c2ccccc2C(C(=O)N2CCN(c3ccccn3)CC2)C1c1ccc(F)cc1 (stereo not drawn)	7	-7	1	4	11	1	-12	2	3
Cc1cc(C(=O)NCCCN2CCCC2=O)no1	7	-4	9	6	-2	3	-3	-2	-7
COc1cccc(NC(=O)N(CCCN2CCOCC2)C(C)c2cc3ccccc3o2)c1 (stereo not drawn)	-2	2	14	14	16	15	-1	-4	-14
CCOC(=O)C1(C)NC(c2ccc(OC)c(OC)c2)C2C(=O)N(CC)C(=O)C21 (stereo not drawn)	-1	-3	3	3	-8	-9	-7	-4	13
COc1ccc(COCC(O)CN2CCOCC2)cc1OC (stereo not drawn)	7	3	12	0	-5	1	-1	5	-1
Cc1ccc(-n2nc(-c3ccco3)cc2C(=O)NCc2cccnc2)cc1	5	0	12	10	20	-1	-10	1	-1
CN(C)CCNC(=O)c1ccc(CS(=O)(=O)c2ccc(Br)cc2)o1	.	-1	1	.	-5	0	-6	0	-2
COc1cc(C(=O)NCCCN2CCCC2=O)cc(OC)c1OC	8	0	3	9	-2	4	-6	-4	-4
CC(NC(=O)c1ccc(F)cc1)C(c1cccs1)N1CCN(C)CC1 (stereo not drawn)	.	1	5	.	10	-4	-4	7	8
Cc1nc2c(c(=O)n1CCC1=CCCCC1)c1nc3ccccc3nc1n2/N=C/c1ccccc1	-10	0	2	14	-10	39*	-2	3	-39
COc1ccc(-c2nc(NC(=O)CSc3nnc(C)s3)ns2)cc1	-8	-3	11	11	11	10	-12	8	-6
CC(=O)N(CCC(c1ccccc1)c1ccco1)Cc1cccs1 (stereo not drawn)	6	-5	0	30	-16	-3	-5	-14	0
COc1ccccc1CNC(=O)CN(C)CC(=O)Nc1cccc(F)c1	8	-2	4	17	37	6	-4	9	-7
CC(OC(=O)CN1C(=O)C2CCCCC2C1=O)C(=O)Nc1ncc(Cl)cc1Cl (stereo not drawn)	-19	-4	2	10	-4	-7	-4	-2	3

Profiles, looked up by structure.
`CC(OC(=O)CN1C(=O)C2CCCCC2C1=O)C(=O)Nc1ncc(Cl)cc1Cl` (stereo not drawn) is listed as PostGolgi yeast: -19; FAK inh: -4; Rev-RRE block: 2; PostGolgi ctrl: 10; S1P2 antag: -4; PTPN22 inh 2: -7; S1P2 agonist: -4; EphB4 ephrin blk: -2; LYP act: 3
`CCOC(=O)C1(C)NC(c2ccc(OC)c(OC)c2)C2C(=O)N(CC)C(=O)C21` (stereo not drawn) is listed as PostGolgi yeast: -1; FAK inh: -3; Rev-RRE block: 3; PostGolgi ctrl: 3; S1P2 antag: -8; PTPN22 inh 2: -9; S1P2 agonist: -7; EphB4 ephrin blk: -4; LYP act: 13

Further records
SMILES	PostGolgi yeast	FAK inh	Rev-RRE block	PostGolgi ctrl	S1P2 antag	PTPN22 inh 2	S1P2 agonist	EphB4 ephrin blk	LYP act
CCOCCCNC(=O)C(c1ccc(C)cc1)N(Cc1ccc2c(c1)OCO2)C(=O)CNC(C)=O (stereo not drawn)	2	-1	-2	2	16	-4	-5	-6	11
CCOC(=O)N1CCN(Cc2ccc(F)cc2F)CC1	6	-3	4	-1	6	-4	-3	2	3
Cn1c(=O)c2c(SCC(=O)N3CCCc4ccccc43)nc(C3CC3)nc2n(C)c1=O	-2	-5	6	7	8	-3	-1	2	0
COc1nc2c(s1)C(=O)NCCC2	2	6	5	1	-4	-8	-11	-2	7
COc1ccc2[nH]c(=O)c(CN(CCO)C(=O)c3ccccc3F)cc2c1	-14	-1	2	0	13	-4	-1	6	0
CCc1cc2c(SCC(=O)c3ccc(Cl)s3)ncnc2s1	-4	3	7	36*	-3	7	-3	2	-8
CSc1ccccc1NC(=O)CCn1c(=O)sc2ccccc21	3	1	1	2	-6	-10	-2	1	12
COc1ccccc1N1CCN(C(CNC(=O)c2ccco2)c2cccnc2)CC1 (stereo not drawn)	-14	-3	1	19	5	3	-4	6	-6
COC(=O)c1cc(Cl)c(NC(=O)c2cc(OC)c(OC)c(OC)c2)cc1OC	-2	-3	-2	-6	8	2	10	-1	2
CSc1nc2ccccc2n1Cc1c(Cl)cccc1Cl	5	2	18	34*	-44	12	-3	1	-10
O=C(Cc1cccc2ccccc12)N/N=C1\CCCc2ccccc21	10	0	4	3	20	8	-3	-3	-7
CNc1cc(CSC)nc(SCc2ccc(Cl)cc2Cl)n1	-10	1	14	39*	4	14	-4	2	-12
CCc1ccc(-c2cc(C(=O)NN3CCOCC3)c3ccccc3n2)cc1	17	-2	3	10	1	10	-3	-1	-8
CCC1Oc2ccc(C)cc2N(CC(=O)NCc2cccc(OC)c2)C1=O (stereo not drawn)	15	2	9	33*	17	2	1	0	-2
Cc1nnc(SCC(=O)Nc2nc(-c3ccccc3)cs2)n1N	-17	-5	6	4	14	-2	-13	-8	0
Clc1ccc(OCc2nnc(SCc3nc4ccccc4[nH]3)n2Cc2ccco2)cc1	56*	-2	7	57*	35	13	-9	8	-15
CC(Oc1ccccc1Br)C(=O)N1CCc2ccccc21 (stereo not drawn)	-8	8	12	23	25	-1	-4	4	-2
CN(C)CCOc1ccccc1-c1ccccc1	7	1	-1	11	-15	1	-6	10	-2
Clc1cc(Br)ccc1OCCOCCOc1cccc2cccnc12	2	9	13	60*	-2	1	-9	4	3
Cc1ccc(-c2nc3cnccn3c2Nc2c(C)cccc2C)o1	-7	0	13	10	4	8	-1	-4	-10
CCSc1nnc(-c2cccs2)o1	5	0	10	-8	4	7	-2	4	-2
CN(C)c1ccc(-c2noc(C3CCN(S(=O)(=O)c4ccc(C(=O)O)cc4)CC3)n2)cc1	.	-1	-3	.	-3	2	-2	-1	-5
CCOC(=O)c1ccccc1NC(=O)c1nc2nccc(C)n2n1	3	2	2	40*	-19	-2	-3	2	5
CC(C)(C)NC(=O)COC(=O)c1cncc(Br)c1	8	6	17	9	1	-10	-5	1	7
CCC(C)NC(=O)CSc1nc2ccsc2c(=O)n1NC(=O)c1ccccc1 (stereo not drawn)	-3	-1	8	0	-21	12	-2	6	-13
CC(C)(Cl)C1Cc2cc3ccc(=O)oc3cc2O1 (stereo not drawn)	-9	3	4	7	1	-1	1	0	5
Cc1nc(-c2cccc(N)c2)cs1	-4	0	3	9	10	-3	-4	2	2
NC(=O)c1ccsc1NC(=O)COC(=O)Cc1ccsc1	0	7	2	20	-4	5	-9	-4	-2
O=C(CSc1nnc2ccccn12)N1CCOCC1	-6	-1	11	20	-8	1	-2	6	-1
CCN(CC1COc2ccccc2O1)C(=S)Nc1ccccc1 (stereo not drawn)	-1	-1	-1	18	-8	10	-4	-3	-6
C=CCc1ccc(OCCOCCOc2cccc3ccc(C)nc23)c(OC)c1	7	2	-3	23	2	5	-2	-8	-5
CC1(C)N=C(c2cccs2)C(C)(C)N1O	-4	-1	3	8	0	-12	-3	-7	12
CCCn1c(SC2C(=O)CC(C)(C)CC2=O)nc2c1c(=O)n(C)c(=O)n2C	-5	-2	7	0	1	-14	-3	-6	13
Cc1ccc(NC(=O)c2noc3c2CCCCC3)cc1	-1	3	0	9	1	2	-5	-4	-5
CCCOC(=O)C1[C@H]2C(=O)N(CCCOC)C[C@]23C=C[C@H]1O3 (stereo partly drawn)	-2	-2	6	-2	15	-16	-6	1	12
Cc1c(C(=O)O)sc(=S)n1CCOc1ccccc1	19	2	3	6	9	-10	-5	6	7
Cc1ccc(-n2c(SCC(=O)Nc3cc(C)on3)nc3ccccc3c2=O)cc1	13	1	0	-4	-10	2	-4	6	0
COc1cccc(CNC(=O)Cn2c(=O)oc3ccccc32)c1OC	-7	4	10	-9	18	1	-10	0	-3
O=C(Nc1nc2c(s1)CCCC2)c1cccs1	-5	4	-1	11	4	-3	-4	-5	2
O=C(NCCCN1CCN(Cc2ccccc2)CC1)c1nnc(Cc2c(F)cccc2Cl)o1	-5	-5	5	2	-3	8	-6	3	-11

Structures above that contain a Cl atom:
SMILES	PostGolgi yeast	FAK inh	Rev-RRE block	PostGolgi ctrl	S1P2 antag	PTPN22 inh 2	S1P2 agonist	EphB4 ephrin blk	LYP act
CC(OC(=O)CN1C(=O)C2CCCCC2C1=O)C(=O)Nc1ncc(Cl)cc1Cl (stereo not drawn)	-19	-4	2	10	-4	-7	-4	-2	3
CCc1cc2c(SCC(=O)c3ccc(Cl)s3)ncnc2s1	-4	3	7	36*	-3	7	-3	2	-8
COC(=O)c1cc(Cl)c(NC(=O)c2cc(OC)c(OC)c(OC)c2)cc1OC	-2	-3	-2	-6	8	2	10	-1	2
CSc1nc2ccccc2n1Cc1c(Cl)cccc1Cl	5	2	18	34*	-44	12	-3	1	-10
CNc1cc(CSC)nc(SCc2ccc(Cl)cc2Cl)n1	-10	1	14	39*	4	14	-4	2	-12
Clc1ccc(OCc2nnc(SCc3nc4ccccc4[nH]3)n2Cc2ccco2)cc1	56*	-2	7	57*	35	13	-9	8	-15
Clc1cc(Br)ccc1OCCOCCOc1cccc2cccnc12	2	9	13	60*	-2	1	-9	4	3
CC(C)(Cl)C1Cc2cc3ccc(=O)oc3cc2O1 (stereo not drawn)	-9	3	4	7	1	-1	1	0	5
O=C(NCCCN1CCN(Cc2ccccc2)CC1)c1nnc(Cc2c(F)cccc2Cl)o1	-5	-5	5	2	-3	8	-6	3	-11
